# MT1-MMP txn act – MT1-MMP promoter transcription activation; HT1080 MT1-MMP promoter luciferase reporter, luminescence, overnight; hits give high values; activation factor at 10 µM; hit rate 0.16% among 86,000;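 active = activation factor of at least 2 for MT1-MMP transcription at 10 µM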
# CD11b adhes enh – enhancers of human CD11b/CD18 binding to fibrinogen; P05107+P11215; K562 CD11b/CD18 adhesion to fibrinogen, ATPlite luminescence; activation, % at 10 µM; hit rate 0.07% among 93,000;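 active = 10 µM primary screen giving 50% or more activity, confirmed by 40% or more on retest at that dose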; note: strong numbers were not always called active; reference of the scale not given here
# Target sequence (P05107 whole entry, looked up, other chains not shown): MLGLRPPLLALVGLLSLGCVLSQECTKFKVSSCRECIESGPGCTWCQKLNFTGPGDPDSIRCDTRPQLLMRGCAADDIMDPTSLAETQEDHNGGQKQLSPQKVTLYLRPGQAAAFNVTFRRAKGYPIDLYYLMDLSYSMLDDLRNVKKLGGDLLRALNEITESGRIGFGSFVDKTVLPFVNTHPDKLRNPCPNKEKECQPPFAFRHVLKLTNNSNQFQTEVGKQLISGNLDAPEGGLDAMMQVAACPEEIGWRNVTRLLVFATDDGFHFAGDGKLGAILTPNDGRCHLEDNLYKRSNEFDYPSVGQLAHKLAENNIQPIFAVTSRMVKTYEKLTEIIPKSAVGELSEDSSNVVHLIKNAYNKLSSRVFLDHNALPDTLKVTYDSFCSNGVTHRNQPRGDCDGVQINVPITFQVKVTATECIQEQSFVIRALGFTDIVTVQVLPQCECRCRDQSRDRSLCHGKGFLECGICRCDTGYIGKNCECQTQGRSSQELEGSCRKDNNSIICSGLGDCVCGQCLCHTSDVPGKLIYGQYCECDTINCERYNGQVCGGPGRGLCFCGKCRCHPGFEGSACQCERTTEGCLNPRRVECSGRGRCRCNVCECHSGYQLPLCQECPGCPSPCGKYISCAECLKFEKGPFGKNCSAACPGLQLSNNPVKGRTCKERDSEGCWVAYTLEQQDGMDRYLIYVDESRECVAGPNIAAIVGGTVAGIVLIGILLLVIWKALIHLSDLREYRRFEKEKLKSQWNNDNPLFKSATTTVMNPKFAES
# An asterisk follows results filed as active. A portion of the library; rates above refer to the full screens.
1. O=C(NCCCN1CCOCC1)c1ccc(CS(=O)(=O)Cc2ccc(Cl)cc2)o1
2. COCc1nnc(NC(=O)c2ccc(NC(=O)C(C)C)cc2)s1
3. O=C1C2ON(c3ccccc3)C(c3ccncc3)C2C(=O)N1c1ccccc1 (configuration not stated)
4. Cc1ccc(Cl)cc1NC(=O)C1CCCN(S(=O)(=O)c2c(C)noc2C)C1 (configuration not stated)
5. CCCn1c(=O)c2ccccc2n2c(SCc3c(C(=O)OCC)oc4ccccc34)nnc12
compound no. | 1 | 2 | 3 | 4 | 5
MT1-MMP txn act | 1.2 | 1.2 | 0.9 | 1.1 | 1.1
CD11b adhes enh | 11 | -1 | 4 | -2 | 6

6. Cc1ccc(NC(=O)NC(=O)N(c2ccccc2)S(C)(=O)=O)cc1
7. CC(=O)Nc1cccc(NC(=O)C2CCCN2C(=O)Nc2ccc(C)cc2)c1 (configuration not stated)
8. Cc1ccc(C(=O)/C=C/Nc2cccc(O)c2)cc1
9. Cc1nnc(NC(=O)CSc2nnc(Cc3cccn3C)n2C)s1
10. C=CCOc1cccc(C2C(C(=O)c3ccco3)=C(O)C(=O)N2CCN(CC)CC)c1 (configuration not stated)
compound no. | 6 | 7 | 8 | 9 | 10
MT1-MMP txn act | 1.1 | 1.3 | 0.1 | 1.1 | 1
CD11b adhes enh | 1 | -3 | -11 | 3 | -3

11. Cc1cc(=O)n2c(C)n[nH]c2n1
12. COC(=O)c1cccc(Nc2cc(C)nc(-c3ccccc3O)n2)c1
13. Cc1ccccc1Cc1c(C)nc2nc(SCC(=O)NCc3ccco3)nn2c1C
14. O=c1c2ccccc2nc2n1CCN2Cc1ccc(Cl)cc1
15. CCc1nn(C(C)C(=O)N2CCN(Cc3ccccc3)CC2)c(=O)c2cc3occc3n12 (configuration not stated)
compound no. | 11 | 12 | 13 | 14 | 15
MT1-MMP txn act | 1.2 | 1.3 | 1.2 | 1.3 | 1.2
CD11b adhes enh | 4 | 0 | 2 | -4 | -2

16. CN(C)c1ccc(-c2nc3ccccc3n2C)cc1
17. COc1ccc(S(=O)(=O)N(CC(=O)O)Cc2ccccc2)cc1OC
18. CCNc1nc(NC(C)C)nc(Nn2cnnc2)n1
19. Cc1ccc(Cc2c(C)nc3nc(SCC(=O)NCc4ccco4)nn3c2C)cc1
20. COc1ccc(C2CC(=O)c3cnc(N4CCN(Cc5ccccc5)CC4)nc3C2)cc1 (configuration not stated)
compound no. | 16 | 17 | 18 | 19 | 20
MT1-MMP txn act | 0.2 | 1.3 | 1.1 | 0.6 | 1.1
CD11b adhes enh | -8 | -3 | 0 | -4 | -6

21. CCc1cc2c(NCCO)ncnc2s1
22. CCCN(CCC)C(=O)COc1cc(=O)n(CC)c2ccccc12
23. O=C(CN(C(=O)CNS(=O)(=O)c1ccccc1)c1ccc2c(c1)OCCO2)NCc1ccco1
24. CCCCCCn1c(SCC(=O)c2ccccc2)nc2c1c(=O)[nH]c(=O)n2C
25. CCn1c(C(=O)Nc2ccsc2C(=O)OC)cc2sc(Cl)cc21
compound no. | 21 | 22 | 23 | 24 | 25
MT1-MMP txn act | 1.1 | 1.2 | 1.1 | 1.3 | 1.2
CD11b adhes enh | 4 | -2 | -6 | 8 | 6

26. O=C(O)CCCNC(=O)c1cncc(Br)c1
27. Cc1csc(NC(=O)CCC(=O)N(CC(=O)NC2CCCC2)Cc2ccco2)n1
28. O=C(Nc1ccc(F)cc1F)c1cc(-c2ccco2)on1
29. CCOC(=O)c1oc2ccc3c(c2c1C)C(=O)CC1(CCN(C(=O)OCC)CC1)O3
30. O=C(CCn1c(=O)[nH]c2ccccc2c1=O)Nc1ccccc1
compound no. | 26 | 27 | 28 | 29 | 30
MT1-MMP txn act | 1.2 | 1 | 1 | 1 | 1
CD11b adhes enh | -2 | 0 | 22 | -2 | -1

31. O=C(Nc1ccccn1)c1ccc2ccccc2n1
32. O=S(=O)(c1cccs1)n1cnc2ccccc21
33. COC(=O)c1ccccc1NC(=O)COC(=O)c1ccco1
34. COc1ccc(OC)c(-c2cc(C(=O)NCCCn3ccnc3)no2)c1
35. CCn1nnnc1SCC(=O)Nc1nnc(C(C)C)s1
compound no. | 31 | 32 | 33 | 34 | 35
MT1-MMP txn act | 1 | 1.2 | 1 | 1.1 | 1.1
CD11b adhes enh | -4 | 2 | -4 | -2 | 1

# Grouped by structure, the entries above with an aryl thioether with sulfur outside any ring (6)
5. CCCn1c(=O)c2ccccc2n2c(SCc3c(C(=O)OCC)oc4ccccc34)nnc12
9. Cc1nnc(NC(=O)CSc2nnc(Cc3cccn3C)n2C)s1
13. Cc1ccccc1Cc1c(C)nc2nc(SCC(=O)NCc3ccco3)nn2c1C
19. Cc1ccc(Cc2c(C)nc3nc(SCC(=O)NCc4ccco4)nn3c2C)cc1
24. CCCCCCn1c(SCC(=O)c2ccccc2)nc2c1c(=O)[nH]c(=O)n2C
35. CCn1nnnc1SCC(=O)Nc1nnc(C(C)C)s1
compound no. | 5 | 9 | 13 | 19 | 24 | 35
MT1-MMP txn act | 1.1 | 1.1 | 1.2 | 0.6 | 1.3 | 1.1
CD11b adhes enh | 6 | 3 | 2 | -4 | 8 | 1

# (listing goes on)
36. CSc1nc2sc3c(c2c(=O)[nH]1)CCCC3
37. Cc1csc2ncc(C(=O)NC(C)c3ccccc3)c(=O)n12 (configuration not stated)
38. Cc1nc2c([nH]1)C1(CCN(Cc3ccccc3)CC1)C(C#N)=C(N)O2
39. C=CCn1c(SCC(=O)Nc2ccc3c(c2)CCC3)nnc1-c1cccs1
40. CCOC(=O)N1CCN(C(=O)CN(C)S(=O)(=O)c2ccc(OC)c(OC)c2)CC1
compound no. | 36 | 37 | 38 | 39 | 40
MT1-MMP txn act | 1.2 | 1.1 | 1 | 1 | 1.1
CD11b adhes enh | 10 | 2 | 7 | 2 | -3

41. FC(F)(F)c1cc(-c2ccco2)nc(-n2nnc3ccccc32)n1
42. COc1ccc(CC(CC(=O)O)C(=O)Nc2ccc(OC)cc2)cc1 (configuration not stated)
43. Clc1ccccc1C1SCC2Nc3ccccc3CN21 (configuration not stated)
44. CC1CCN(CCc2nc3cc(NS(=O)(=O)c4ccc(F)cc4)ccc3n2C)CC1
45. Cc1csc(SCC(=O)N2CCN(S(=O)(=O)c3ccccc3)CC2)n1
compound no. | 41 | 42 | 43 | 44 | 45
MT1-MMP txn act | 1.3 | 1.1 | 1.5 | 1 | 1.2
CD11b adhes enh | 3 | -3 | -2 | 2 | 3

46. O=S(=O)(NCCc1csc(-c2cccnc2)n1)c1cccs1
47. CSc1nnc(-c2ccccc2)n1N
48. CC(OC(=O)C(NC(=O)c1ccco1)C(C)C)C(=O)Nc1ncc(Cl)cc1Cl (configuration not stated)
49. Cc1cccc(CCNC(=O)C2CCCN(S(=O)(=O)c3cccc4nsnc34)C2)c1 (configuration not stated)
50. CCOC(=O)C1=C(C)N=C2SC(C)C(=O)N2C1/C=C/c1ccccc1OC (configuration not stated)
compound no. | 46 | 47 | 48 | 49 | 50
MT1-MMP txn act | 1.1 | 1.1 | 1.1 | 1.1 | 1
CD11b adhes enh | -1 | 2 | -5 | 3 | 8

# Single entries from the entries so far:
# Reading for O=S(=O)(c1cccs1)n1cnc2ccccc21 in CD11b adhes enh: 2
# Reading for Cc1ccc(NC(=O)NC(=O)N(c2ccccc2)S(C)(=O)=O)cc1 in CD11b adhes enh: 1

# (further entries)
51. Cc1ccc2c(c1)NC(=O)C(N1CCOCC1)(C(F)(F)F)O2 (configuration not stated)
52. CCN(C(=O)COc1cc(=O)n(CC)c2ccccc12)c1cccc(Cl)c1
53. CCOCC(=O)N1CCc2ccccc21
54. Nc1c(C(=O)NC2CCCC2)sc2nc(-c3cccs3)ccc12
55. COC(=O)c1cc(C(=O)CSc2nc(C)cc(C)n2)ccc1O
compound no. | 51 | 52 | 53 | 54 | 55
MT1-MMP txn act | 1 | 1.2 | 1.2 | 1 | 1.2
CD11b adhes enh | -1 | -2 | 5 | 93 | -2

56. COc1ccc(N2C(=O)C(CC(=O)Nc3ccccc3)N(Cc3ccc4c(c3)OCO4)C2=O)cc1 (configuration not stated)
57. Cc1ccc(NC(=O)CSc2nnc(NC(=O)CN3CCOCC3)s2)cc1
58. CCC(C)Nc1nc(OCC(F)(F)F)nc(OCC(F)(F)F)n1 (configuration not stated)
59. CC(C)NCC(O)Cn1c2c(c3ccccc31)CCc1c-2cnn1-c1ccccc1 (configuration not stated)
60. COC(=O)c1ccccc1NC(=O)C1CCCN(c2nnc(-n3cccc3)s2)C1 (configuration not stated)
compound no. | 56 | 57 | 58 | 59 | 60
MT1-MMP txn act | 1.1 | 1 | 1.1 | 0.9 | 1
CD11b adhes enh | 8 | -4 | 0 | -1 | 16

61. COc1ccc(NC(=O)Cn2cccc2)cc1Cl
62. CCOC(=O)c1csc(Nc2nc3ccc(F)cc3s2)n1
63. O=C(C1CCCO1)N1CCN(C(c2ccccc2)c2ccccc2)CC1 (configuration not stated)
64. O=C(NC12CC3CC(CC(C3)C1)C2)c1ccc(S(=O)(=O)N2CCOCC2)cc1
65. O=C(Cc1coc(-c2ccc(F)cc2)n1)NC1CCCCC1
compound no. | 61 | 62 | 63 | 64 | 65
MT1-MMP txn act | 1 | 1.3 | 1.1 | 1.1 | 1
CD11b adhes enh | -4 | 3 | -1 | -2 | 0

66. CCCCCCOc1ccc(N2C(=O)CC(N3CCC(C(=O)OCC)CC3)C2=O)cc1 (configuration not stated)
67. CC(C)c1c(O)nc(SCC(=O)Nc2ccc3c(c2)CCC3)[nH]c1=O
68. CCOC(=O)c1ccc2c(c1)C1C=CCC1C(C(=O)O)N2 (configuration not stated)
69. COC(=O)Cn1ncc2c3ccccc3n(C)c2c1=O
70. COCCNC(=O)c1cnn2c(C(F)(F)F)cc(-c3ccc4c(c3)OCO4)nc12
compound no. | 66 | 67 | 68 | 69 | 70
MT1-MMP txn act | 1.1 | 1.3 | 1 | 1.2 | 1.1
CD11b adhes enh | -3 | -5 | 116* | 0 | 5

71. COc1ccccc1NC(=O)c1oc2ccccc2c1NC(=O)c1ccco1
72. CCC1Oc2ccc(Cl)cc2N(CC(=O)O)C1=O (configuration not stated)
73. Cc1ccc(S(=O)(=O)N2CCN(S(C)(=O)=O)C2c2ccccc2)cc1 (configuration not stated)
74. Cn1c(C(=O)NCC2CCCO2)cc2oc3ccccc3c21 (configuration not stated)
75. O=C(Nc1ccc(-c2nnc(-c3ccccc3)o2)cc1)C(F)(F)F
compound no. | 71 | 72 | 73 | 74 | 75
MT1-MMP txn act | 1 | 1 | 1 | 1.3 | 0.7
CD11b adhes enh | 3 | -5 | -2 | -7 | 30

76. Fc1ccccc1CSc1nc2ncccc2[nH]1
77. COc1ccc(NC(=O)CN2C(=O)C(C)Oc3ccccc32)cc1 (configuration not stated)
78. O=C(CN1CCCCC1)Nc1cccc(-n2cnnn2)c1
79. Cc1c2cnn(-c3ccccc3)c(=O)c2c(C)n1CCCC(=O)N1CCN(c2ncccn2)CC1
80. CCc1ccccc1N=C1SCC(=O)N1C
compound no. | 76 | 77 | 78 | 79 | 80
MT1-MMP txn act | 1.3 | 1.2 | 1 | 1.1 | 1.1
CD11b adhes enh | -1 | 2 | 0 | -2 | -4

81. CCc1c(C)sc(NC(=O)c2cc(-c3cc(OC)ccc3OC)on2)c1C#N
82. COc1cccc(-c2cc(C(=O)Nc3cnn(Cc4ccccc4C)c3)no2)c1
83. COc1cccc(NS(=O)(=O)c2ccc(Br)s2)c1
84. Cc1cc(NC(=O)c2cc(C3CC3)on2)n(-c2ccccc2)n1
85. CC(C)Cc1nc2oc3c(NCc4cccnc4)ncnc3c2c2c1CCC2
compound no. | 81 | 82 | 83 | 84 | 85
MT1-MMP txn act | 1 | 0.9 | 1.1 | 1.2 | 1
CD11b adhes enh | -6 | -4 | -2 | -1 | -4

86. Cc1ccc(-c2nn3c(C)nnc3s2)cc1NC(=O)c1cccnc1
87. CCCc1cc(C(=O)Nc2sc(C(C)=O)c(C)c2C(=O)OCC)no1
88. COc1ccc(-n2c(C)c(C(C)=O)c3cc(O)ccc32)cc1
89. Cc1ccsc1CN1CCN(c2ccccn2)CC1
90. Cc1cc(C)nc(N2CCC(C(=O)NCCc3ccccc3)CC2)n1
compound no. | 86 | 87 | 88 | 89 | 90
MT1-MMP txn act | 1.2 | 1.1 | 1 | 1.1 | 1.2
CD11b adhes enh | -2 | 33 | 0 | -4 | 1

91. Cc1cc(C)n(-c2nc(C)nc3sc4c(c23)CCC(C)C4)n1 (configuration not stated)
92. N#CC1=C(N)C(C#N)(C#N)C(c2ccc[nH]2)C2CCCC=C12 (configuration not stated)
93. CC(C)(C)c1ccc2c(c1)N(CC(=O)O)C(=O)CO2
94. Cc1cc(C(=O)CSc2nnc(-c3ccc(Cl)cc3)n2CC2CCCO2)c(C)n1C (configuration not stated)
95. CC(=O)N1CCc2cc(Br)cc(S(=O)(=O)N3CCN(C(=O)c4ccco4)CC3)c21
compound no. | 91 | 92 | 93 | 94 | 95
MT1-MMP txn act | 1 | 1.1 | 0.9 | 1.1 | 0.9
CD11b adhes enh | -1 | -3 | 0 | -3 | -5

96. Cc1cccc(S(=O)(=O)Nc2cccc(-c3cn4ccsc4n3)c2)c1
97. COc1ccc(CN2CC(C(=O)NCCN3CCOCC3)CC2=O)cc1 (configuration not stated)
98. Cn1c(NC(=O)C2CCCC2)cc(=O)n(C)c1=O
99. COc1cccc(/C=N\n2c(C)nnc2C)c1OC
100. O=C(O)CCC(NS(=O)(=O)c1ccc(N2CCCC2=O)cc1)C(=O)O (configuration not stated)
compound no. | 96 | 97 | 98 | 99 | 100
MT1-MMP txn act | 1.1 | 1 | 1 | 1 | 1
CD11b adhes enh | -3 | -3 | 0 | -3 | 1

101. Oc1ccccc1-c1cc(C(F)(F)C(F)F)[nH]n1
102. O=C1N2c3ccccc3CCc3cccc(c32)C1(O)C(F)(F)F (configuration not stated)
103. Cc1cc(=O)n(C)c(=O)n1CCCNc1ccccc1
104. COc1ccc(C2N3CC4(C)CN2CC(C)(C3)C4O)cc1 (configuration not stated)
compound no. | 101 | 102 | 103 | 104
MT1-MMP txn act | 1.1 | 1.1 | 1.1 | 1.1
CD11b adhes enh | -3 | 5 | 4 | -1

# Source: PubChem BioAssay (Sanford-Burnham Center for Chemical Genomics)
